# Screens as filed in PubChem.
# KB-V1 cytotox – kills drug-selected multidrug resistant KB-V1 cells; Potency, µM (titrated, usually from 46.1 µM), for inactives: at the top dose activity change, negative = cytotoxicity, hits mostly cytotoxic; 3.4% of 400,000 active; AID 1347076; KB-V1 MDR cells viability, CellTiter-Glo, 72 h; note: potency is the fitted concentration of half-maximal effect; % is set by controls: 0 for no effect and ±100 for the full control effect; nearly all actives have a fitted effect of over 60% in size
#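 Drug-selected KB-V1 cells, grown in DMEM lacking phenol red with 10% FBS, receive compound titrations; after three days at 37 degrees C, surviving cell ATP is quantified by CellTiter-Glo luminescence and responses normalized and curve-fitted.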
# KB-3-1 tox – KB-3-1 parental cell cytotoxicity. KB-3-1 viability, CellTiter-Glo ATP luminescence, 72 h. Potency, µM (top dose mostly 46.1 µM), for inactives: top-dose activity change, negative = cytotoxic, most hits filed as cytotoxic. 1.4% of 400,000 active; note: potency is the fitted concentration of half-maximal effect; % is set by controls: 0 for no effect and ±100 for the full control effect; nearly all actives have a fitted effect of over 60% in size
#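 Cytotoxicity measured as CellTiter-Glo luminescence after 72 h at 37 C. Compound titrations were pinned onto drug-naive KB-3-1 parental adenocarcinoma cells grown in DMEM with 10% FBS, and normalized data fitted to concentration-response curves.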
# D3 antag – blocks the human D3 dopamine receptor | 2.5% of 360,000 active | P35462 | D3R cells, DiscoveRx beta-arrestin luminescence, antagonist mode; active compounds read low | max response, negative = inhibition, %; in the data active = max response below about -50%; inconclusive = no clear call, values can overlap the other calls; note: % is set by controls: 0 for no effect and ±100 for the full control effect; mostly tested at two doses, the higher about 12 µM
# Target sequence (P35462 whole entry, looked up): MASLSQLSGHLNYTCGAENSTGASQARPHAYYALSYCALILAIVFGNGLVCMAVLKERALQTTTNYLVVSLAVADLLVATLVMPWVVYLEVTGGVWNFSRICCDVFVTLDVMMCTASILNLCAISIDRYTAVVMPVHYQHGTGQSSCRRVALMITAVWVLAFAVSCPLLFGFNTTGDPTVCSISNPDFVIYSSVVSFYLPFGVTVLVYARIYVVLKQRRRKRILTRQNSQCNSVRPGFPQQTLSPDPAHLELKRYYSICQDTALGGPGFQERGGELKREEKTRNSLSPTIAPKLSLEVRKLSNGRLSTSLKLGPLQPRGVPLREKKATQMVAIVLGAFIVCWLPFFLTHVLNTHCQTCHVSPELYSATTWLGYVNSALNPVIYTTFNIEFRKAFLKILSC
#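 Cells expressing the human receptor were seeded at 1500 cells/well, incubated overnight at 37 degrees C in 5% CO2, then exposed to library compounds with dopamine controls for 90 minutes at 37 degrees C before luminescent detection.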
# GLP-1R agonist – GLP-1 receptor (human) agonism | P43220 | HEK293 GLP-1R CRE-luciferase, luminescence, 4-6 h; cells express a hypersensitive GLP-1R form | 0.007% of 380,000 active | AID 624172 | Potency, µM (series often up to 45.6 µM), inactives show at the highest dose activation, actives largely listed as activators; note: potency is the fitted concentration of half-maximal effect; % of control where 0% means no effect
# Target sequence (P43220 whole entry, looked up): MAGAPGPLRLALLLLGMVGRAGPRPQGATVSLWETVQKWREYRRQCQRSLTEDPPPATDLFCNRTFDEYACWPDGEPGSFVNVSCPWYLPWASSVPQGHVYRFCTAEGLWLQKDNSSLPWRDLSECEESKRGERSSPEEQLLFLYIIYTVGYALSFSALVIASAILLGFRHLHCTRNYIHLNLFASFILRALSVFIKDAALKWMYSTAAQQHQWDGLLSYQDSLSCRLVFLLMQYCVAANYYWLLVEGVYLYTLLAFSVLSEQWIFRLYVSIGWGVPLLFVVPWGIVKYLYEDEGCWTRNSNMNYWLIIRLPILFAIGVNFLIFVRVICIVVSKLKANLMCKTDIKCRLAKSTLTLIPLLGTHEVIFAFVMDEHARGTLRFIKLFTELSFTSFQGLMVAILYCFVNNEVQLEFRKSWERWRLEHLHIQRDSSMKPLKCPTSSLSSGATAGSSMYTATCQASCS
# SW480 rereplic – DNA re-replication induction in SW480 cells; SW480 DNA re-replication, Hoechst DNA content imaging, 48 h; AID 624297; Potency, µM (series often up to 46.1 µM), for inactives: at the highest dose re-replication activation, most hits filed as activators; 1.8% of 340,000 active; note: potency is the fitted concentration of half-maximal effect; % of control where 0% means no effect; nearly all actives have a fitted effect of over 55% in size
#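 Readout is total intensity of Hoechst-stained nuclei, excited at 405 nm and collected at 500-530 nm. Compound treatment lasted 48 hr at 37 C in 5% CO2 before staining.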
# HT1080 IDH1KD tx – toxicity to HT-1080 IDH1 knockdown cells (counter line). HT-1080 IDH1 knockdown viability, ATP luminescence, 48 h. Potency, µM (titrated, usually from 46.1 µM), for inactives: at the top dose activity, negative = toxicity, hits mostly cytotoxic. 2% of 360,000 active;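 note: potency is the fitted concentration of half-maximal effect; 0% = DMSO wells and -100% = cell-free medium wells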
#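 Cytotoxicity counter-line: IDH1KD HT-1080, 48 h, CellTiter-Glo. Curves classed by r2, magnitude and activity.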
# DRD3 agonist – activates the human D3 dopamine receptor. P35462. D3R DiscoveRx beta-arrestin cells, luminescence, 90 min. max activation, %. 0.58% of 410,000 active. AID 652048; in the data active = max activation above about 30%; note: 0% is about no effect; mostly tested at two doses, the higher about 12 µM
#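 Cells at 1500/well, incubated overnight, then treated with pinned compounds (dopamine as control) for 90 min at 37 degrees C. DiscoveRx reagent added for 30 - 60 minutes at room temperature; luminescence read.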
# HT1080NT lethal – kills 2HG-producing HT-1080-NT fibrosarcoma cells | HT-1080-NT fibrosarcoma viability, CellTiter-Glo ATP luminescence, 48 h | Potency, µM (titrated, usually from 46.1 µM), for inactives: at the highest dose activity, negative = less viability, most hits filed as cytotoxic | 1.6% of 360,000 active | AID 686970;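 note: NT is the 2HG producing partner of a matched IDH1 knockdown line; potency is the fitted concentration of half-maximal effect; 0% = DMSO-treated cells and -100% = media-only wells without cells; nearly all actives have a fitted effect of over 55% in size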
#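 Compounds were tested in concentration-response format on HT-1080-NT cells for 48 hours at 37 degrees C. Cell viability came from CellTiter-Glo luminescence; curves were classified by r2, response magnitude and activity.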
# IL1B secr inh – inhibitors of inflammasome signaling (IL-1 beta secretion). THP-1 LPS/ATP IL-1B secretion, AlphaLISA, 16 h; active compounds read low. activity change, % at 57.5 µM. 4.7% of 360,000 active; in the data active = activity change below about -50%; inconclusive = mostly about -30% to -49%; note: % is set by controls: 0 for no effect and ±100 for the full control effect
#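 THP-1 cells pretreated 1 hr with compounds (up to 57.5 uM final), then stimulated with LPS (250 ng/mL final) plus ATP (1.25 mM final); secreted IL-1B measured by AlphaLISA after 16 hr, decreased signal indicating inhibition.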
# Active calls of the source: *; u = inconclusive; x = not tested or not shown; & = joins results of further samples; [ ] = another dose, or the depositor's remark. Unless noted, calls come from the whole dose curve; as a rule, active = well fitted curve in the direction sought with a large enough effect; inconclusive = small, poorly fitted or top-dose-only effect, or another doubt; inactive = no such curve, though single readings can be large; an effect the other way counts as inactive or inconclusive.
SMILES,KB-V1 cytotox,KB-3-1 tox,D3 antag,GLP-1R agonist,SW480 rereplic,HT1080 IDH1KD tx,DRD3 agonist,HT1080NT lethal,IL1B secr inh
NC(=S)NN=C1CCCCCCCCC1,u,0%,u,12%,9%,-8%,-30,-2%,-8
Cc1cc(Cl)c(S(=O)(=O)Nc2ccccn2)cc1OCC(N)=O,u,3%,20,-5%,-3%,6%,0,7%,2
O=C(NCCCN1CCC(Cc2ccccc2)CC1)C1CC(=O)N(C2CCCC2)C1 (stereo not drawn),30%,0%,-21,12%,1%,3%,-10,0%,1
COCCNC(=O)C(OC(=O)c1cccs1)c1ccc(F)cc1 (stereo not drawn),-2%,-14%,13,20%,0%,-6%,0,1%,28
Cc1ccc(S(=O)(=O)/C(C#N)=C/c2c(N3CCC(C(N)=O)CC3)nc3c(C)cccn3c2=O)cc1,29%,1%,u,11%,-15%,-20%,3,-9%,0
N/C(=N\O)c1ccc(Oc2ccccc2Cl)c([N+](=O)[O-])c1,-6%,-16%,0,9%,u,0%,5,-4%,-2
COc1ccc(-c2cc3ccc(O)cc3oc2=O)cc1OC,-23%,-9%,31,29%,10µM*,u,10,u,7
COc1ccc(Cc2nc3ccc(C(=O)NCCc4cccc(C)n4)cc3o2)cc1,-18%,0%,-14,2%,u,-5%,-3,-2%,-26
COc1ccc(OC)c(N(CC(=O)NN=C2CCN(C)CC2)S(=O)(=O)c2ccccc2)c1,16%,5%,7,13%,-3%,11%,1,11%,10
COc1ccc(CCN2CC34C=CC(O3)C(C(=O)NCc3ccccc3)C4C2=O)cc1OC (stereo not drawn),2%,12%,-17,-2%,0%,13%,-4,15%,16
C/C(Cc1ccccc1)=N\NC(=O)CNC(=O)c1ccc(Cl)cc1Cl,0%,6%,6,7%,0%,-1%,11,-2%,6
O=C1CNC(=O)c2c(nc3n2CCC3)N1,1%,2%,-12,-8%,-1%,-1%,-8,2%,37
Cc1nc2sc(C(c3ccc(Cl)cc3)N3CC(C)OC(C)C3)c(O)n2n1 (stereo not drawn),-4%,5%,-10,6%,1%,0%,-1,-4%,-4
CN(c1ccc(C(=O)O)cc1)S(=O)(=O)c1ccccc1,1%,18%,0,-3%,-5%,19%,-2,18%,9
O=C(Cc1cc(=O)[nH][nH]1)N/N=C/c1cccc2ccccc12,-14%,-1%,8,-3%,7%,-3%,-8,0%,-10
CC1CN(c2nc3ccccc3nc2C(C#N)C(=O)NCc2ccc3c(c2)OCO3)CC(C)O1 (stereo not drawn),-14%,0%,u,4%,8%,-2%,5,-5%,12
C#CCOC(=O)c1cc(Cl)c(=O)n(Cc2ccc(Cl)cc2Cl)c1,0%,-4%,-5,6%,-13%,-3%,1,-18%,2
O=C(CN1C(=O)NC2(CCc3ccccc32)C1=O)NCc1ccccc1Cl (stereo not drawn),9%,-10%,u,3%,u,-10%,2,2%,u
O=c1[nH][nH]c(=O)n1-c1ccccc1,56%,11%,12,-2%,-2%,12%,6,-2%,11
O=C(O)CNC(=O)C(c1ccccc1)c1ccccc1,2%,0%,-12,0%,0%,4%,-3,-2%,6
Nc1ccn([C@@H]2O[C@H](C(=O)Nc3ccc(C(=O)N4CCCCC4)cc3)[C@@H](O)[C@H]2O)c(=O)n1,25%,0%,-12,4%,x,1%,0,9%,22
CCOC(=O)C1(Cc2cccc(OC)c2)CCN(C(C)CC(C)(C)O)CC1 (stereo not drawn),0%,3%,-10,30%,-5%,8%,-5,10%,34
O=C1N/C(=C/c2ccc(Br)s2)C(=O)N1c1ccccc1,5%,-1%,6,10%,u,-28%,1,-6%,-3
CCOC(=O)C1CCN(C(=O)Cn2nc(C)n3c(cc4cc(F)ccc43)c2=O)CC1,-7%&10%,3%&11%,13,-6%,-3%,10%,-4&4,12%,16

# Ordered by number of heavy atoms (highest first): part of the list above
SMILES,KB-V1 cytotox,KB-3-1 tox,D3 antag,GLP-1R agonist,SW480 rereplic,HT1080 IDH1KD tx,DRD3 agonist,HT1080NT lethal,IL1B secr inh
Nc1ccn([C@@H]2O[C@H](C(=O)Nc3ccc(C(=O)N4CCCCC4)cc3)[C@@H](O)[C@H]2O)c(=O)n1,25%,0%,-12,4%,x,1%,0,9%,22
CCOC(=O)C1(Cc2cccc(OC)c2)CCN(C(C)CC(C)(C)O)CC1 (stereo not drawn),0%,3%,-10,30%,-5%,8%,-5,10%,34
O=C(Cc1cc(=O)[nH][nH]1)N/N=C/c1cccc2ccccc12,-14%,-1%,8,-3%,7%,-3%,-8,0%,-10
O=C(O)CNC(=O)C(c1ccccc1)c1ccccc1,2%,0%,-12,0%,0%,4%,-3,-2%,6
O=c1[nH][nH]c(=O)n1-c1ccccc1,56%,11%,12,-2%,-2%,12%,6,-2%,11

# The listing continues.
SMILES,KB-V1 cytotox,KB-3-1 tox,D3 antag,GLP-1R agonist,SW480 rereplic,HT1080 IDH1KD tx,DRD3 agonist,HT1080NT lethal,IL1B secr inh
Cc1ccc(S(=O)(=O)N2CCCCC2)cc1C(=O)N1CCN(CCO)CC1,0%,4%,-6,-1%,4%,16%,1,6%,-3
C=CCC[C@@H](Cc1ccc(F)cc1)C(=O)OC[C@H](Cc1c[nH]c2ccccc12)NC(=O)[C@@H](CC=C)CC(=O)NCCO,2%,-23%,38,-1%,-8%,u,0,-6%,1
Nc1ccc(Oc2ccc3nc(-c4ccccc4)c(-c4ccccc4)nc3c2)cc1,u,u,-15,17%,11%,-7%,-4,-10%,-58*
COc1ccccc1C(CC(=O)Nc1ccc(Cl)cc1)c1ccc(OC(C)C)cc1 (stereo not drawn),u,-21%,-23,-27%,-2%,-17%,-6,-14%,-6
COc1ccccc1/C=C/C=N/NC(=O)c1ccc(=O)n(C)c1,15%,4%,-13,4%,-2%,1%,-2,4%,37
Cc1nn(-c2ccccc2)c(C)c1/C=N/NC(=O)c1cnccn1,1%,5%,5,4%,-20%,0%,-3,5%,-6
CC(C)(C)C(=O)Nc1ccc(-c2nnc3n2CCCCC3)cc1,20%,8%,2,5%,1%,6%,-2,5%,12
Cc1ccc(N=Nc2ccc(C)cc2NC(=O)Nc2ccccc2F)cc1,15%,1%,-2,-1%,-1%,5%,1,-1%,7
COc1ccc(C(=O)Nc2ccc3oc(-c4cccc(Cl)c4)cc(=O)c3c2O)cc1,-9%,2%,16,-2%,3%,u,26,-17%,53
C/C(=C\c1ccccc1)C(=O)Nc1nc2ccc([N+](=O)[O-])cc2s1,0%,13%,0,-10%,-5%,19%,3,15%,-15
COc1ccc(NC(=O)COC(=O)C2CCN(S(=O)(=O)c3cccs3)CC2)cc1,9%,1%,-14,3%,-22%,5%,-15,2%,0
Cc1nc(Cl)sc1C(=O)Nc1ccccc1Cl,-7%,0%,-3,31%,-4%,-1%,-5,9%,-14
CCc1ccccc1NC(=O)CN(c1cccc(OC)c1)S(C)(=O)=O,0%,-41%,u,-10%,18%,-24%,-3,-13%,0
O=[N+]([O-])c1cccc(Cn2cnc3c(=S)nc[nH]c32)c1,u,u,u,8%,-8%,4%,-23,5%,6
CN(c1cnn(-c2ccccc2)c(=O)c1Cl)n1cccc1,-2%,7%,14,6%,u,23%,-10,28%,x
Cc1ccc(N2CSC3=C(C#N)C(c4cccs4)CC(=O)N3C2)cc1 (stereo not drawn),2%,-5%,-24,2%,-1%,0%,1,2%,-3
COc1ccc(CN(C)C(=O)Cn2cnc(C(=O)Nc3ccc(C)c(C)c3)n2)cc1OC,-1%,0%,-13,24%,8%,2%,-7,3%,23
COc1cc(SC)ccc1C(=O)NCCOc1ccc(F)cc1,-16%,-2%,4,8%,-3%,3%,2,1%,-7
CC(C)(C)c1ccc(CN2N=C(/C=C/c3ccccc3)CCC2=O)cc1,5%,17%,-7,9%,u,u,1,u,-5
COCCCNC(=O)Cn1nnc(-c2ccc(NC(=O)c3ccccc3OC)cc2)n1,u,8%,-6,3%,0%,22%[9.24 µM],-5,3%,-5
COc1ccccc1-c1sc2ccccc2c1C#CC1(O)CCCCC1,3%,-19%,-18,-5%,5%,-19%,-10,-25%,u
C=C(C)Cn1c2ccc(NC(=O)CCOCC)cc2c(=O)n1C,5%,0%,3,-6%,x,26%,-4,u,20
CCOC(=O)C1CCN(C(=O)c2cccc(Cl)c2)CC1,16%,13%,-6,-5%,-12%,1%,2,12%,13
OC(c1cc(Cl)cc(Cl)c1)c1ncc(-c2ccccc2C(F)(F)F)[nH]1 (stereo not drawn),0%,-21%,3,-5%,x,u,8,u,-8
CCOc1cccc(OCCCOc2cccc3cccnc23)c1,u,8%,8,3%,-3%,10%,2,0%,18

# A different layout for 2 compounds above.
Cc1ccc(N2CSC3=C(C#N)C(c4cccs4)CC(=O)N3C2)cc1 (stereo not drawn)
  KB-V1 cytotox = 2%
  KB-3-1 tox = -5%
  D3 antag = -24
  GLP-1R agonist = 2%
  SW480 rereplic = -1%
  HT1080 IDH1KD tx = 0%
  DRD3 agonist = 1
  HT1080NT lethal = 2%
  IL1B secr inh = -3
COc1ccc(CN(C)C(=O)Cn2cnc(C(=O)Nc3ccc(C)c(C)c3)n2)cc1OC
  KB-V1 cytotox = -1%
  KB-3-1 tox = 0%
  D3 antag = -13
  GLP-1R agonist = 24%
  SW480 rereplic = 8%
  HT1080 IDH1KD tx = 2%
  DRD3 agonist = -7
  HT1080NT lethal = 3%
  IL1B secr inh = 23
